GAA glycogen: qHTS Assay for Inhibitors and Activators of Human alpha-Glucosidase Cleavage of Glycogen; Lysosomal alpha-glucosidase (Homo sapiens), P10253; recombinant GAA, glycogen substrate, Amplex Red glucose oxidase fluorescence; Potency, µM (top dose mostly 76.4 µM), without a hit: at the highest dose activity change, negative = inhibition, usual class: inhibitors; actives 0.38% (n = 300,000);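 note: 0% = full enzyme reaction and -100% = no-enzyme basal signal; the screen sought inhibitors and activators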
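qHTS, 1536-well; enzyme 4 nM final; cpd up to 77 uM; substrate bovine liver glycogen 30 ug; 50 mM citrate/phosphate pH 5.0, 0.01% Tween-20; 37 C, 40 min; Amplex Red detection 45 min RT; Hill fit → AC50.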
GAA inh: qHTS Assay for Inhibitors of Human alpha-Glucosidase as a Potential Chaperone Treatment of Pompe Disease; Lysosomal alpha-glucosidase (Homo sapiens), P10253; purified human GAA, 4-MU-alpha-glucoside fluorescence; Potency, µM (doses to about 76.9 µM), for the others: at the top dose activity change, negative = inhibition, hits mostly inhibitors; actives 0.005% (n = 200,000); AID 1466, 2008;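 note: plate controls were uninhibited enzyme wells for no effect and no-enzyme background for full effect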
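Fluorescence at Ex 365/Em 440 nm from 4-methylumbelliferone reported enzyme activity after 20 min at room temperature. Reactions used 4 nM enzyme and 400 uM substrate at pH 5.0; curves fitted with the Hill equation.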
Tau fibril FP: qHTS for Inhibitors of Tau Fibril Formation, Fluorescence Polarization; AID 1468, 2008; actives 0.39% (n = 280,000); Potency, µM (titrated, usually from 57.7 µM), inactives show at the highest dose activity, negative = inhibition, usual class: inhibitors; K18 P301L tau heparin fibrillization, Alexa594 FP, 6 h; note: % is set by controls: 0 for no effect and ±100 for the full control effect; nearly all actives have a fitted effect of over 55% in size
Target sequence (P10636 561-689 P618L limits assumed): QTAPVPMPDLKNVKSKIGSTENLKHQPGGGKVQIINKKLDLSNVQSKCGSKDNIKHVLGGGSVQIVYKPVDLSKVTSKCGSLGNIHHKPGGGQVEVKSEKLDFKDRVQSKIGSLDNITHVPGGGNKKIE
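FP of Alexa 594-tau after heparin (20 uM) induction. Substrate: human K18 P301L, 15 uM unlabeled, 0.24 uM labeled. Buffer 100 mM sodium acetate pH 7. 6 hr, 37 C.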
aGal spleen mod: qHTS Assay for Inhibitors and Activators of Human alpha-Galactosidase From Spleen Homogenate | Alpha-galactosidase A (Homo sapiens), P06280 | human spleen homogenate, 4MU-alpha-Gal fluorescence, 40 min | Potency, µM (titrated, usually from 80 µM), for the others: at the highest dose activity change, negative = inhibition, actives largely listed as inhibitors | actives 0.008% (n = 240,000);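 note: 0% = enzyme with vehicle and -100% = no enzyme basal signal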
Target sequence (P06280 32-429 limits assumed): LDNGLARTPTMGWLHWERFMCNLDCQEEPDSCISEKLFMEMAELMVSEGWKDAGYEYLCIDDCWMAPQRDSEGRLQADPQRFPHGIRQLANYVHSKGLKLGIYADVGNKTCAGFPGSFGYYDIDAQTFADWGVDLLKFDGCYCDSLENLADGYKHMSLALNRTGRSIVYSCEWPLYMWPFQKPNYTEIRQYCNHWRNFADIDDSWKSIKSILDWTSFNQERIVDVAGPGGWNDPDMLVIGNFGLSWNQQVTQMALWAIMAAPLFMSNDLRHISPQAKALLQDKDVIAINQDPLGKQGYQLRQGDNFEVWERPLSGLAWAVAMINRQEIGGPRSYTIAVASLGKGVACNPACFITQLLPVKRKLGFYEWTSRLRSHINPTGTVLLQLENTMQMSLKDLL
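Human spleen homogenate (1 ug) was the enzyme source, with 4-methylumbelliferyl-alpha-D-galactopyranoside (1 mM final) in pH 5.0 citrate buffer with 0.01% Tween-20. Compounds were titrated; after 40 min at 37C, NaOH/glycine stop, 4-MU fluorescence read; AC50 from Hill fits.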
HTT cytoprotect: qHTS Multiplex Assay to Identify Dual Action Probes in a Cell Model of Huntington: Cytoprotection (ATP); Potency, µM (doses to about 56.4 µM), inactives show cytoprotection (ATP increase), most hits filed as activators; actives 0.14% (n = 230,000); PC12 HTT-Q103 induced, cytoprotection, ATP luminescence, 40 h;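 note: % of control where 0% means no effect; nearly all actives have a fitted effect of over 45% in size; toxic huntingtin expression switched on by the ecdysone agonist tebufenozide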
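PC12 cells stably carrying ecdysone-inducible Htt exon 1 (Q103)–GFP were induced with 100 nM tebufenozide (final) alongside library compounds in a dose series. Cytoprotection was scored as retained ATP by ATPlite luminescence.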
aGlu spleen mod: qHTS Assay for Inhibitors and Activators of Human alpha-Glucosidase From Spleen Homogenate. Potency, µM (top dose mostly 79.9 µM), for the others: at the highest dose activity change, negative = inhibition, actives largely listed as inhibitors. human spleen homogenate, 4-MU-alpha-glucoside fluorescence. Lysosomal alpha-glucosidase (Homo sapiens), P10253. actives 0.006% (n = 240,000);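 note: 0% = enzyme with vehicle and -100% = no enzyme basal signal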
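Compounds were titrated against alpha-glucosidase in spleen homogenate at pH 5.0, with 1 mM 4-methylumbelliferyl substrate for 40 min at 37 C. Reactions were quenched with pH 10 NaOH/glycine and fluorescence measured.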
Tau fluor cs: Counterscreen qHTS for Inhibitors of Tau Fibril Formation, Fluorescence Polarization; Potency, µM (doses to about 57.7 µM), without a hit: at the top dose activity change, negative = decrease; actives 0.93% (n = 280,000); tau K18 P301L Alexa594 fluorescence, heparin fibrillization; AID 1463, 2008; note: % is set by controls: 0 for no effect and ±100 for the full control effect; nearly all actives have a fitted effect of over 55% in size
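Human K18 P301L tau (15 uM unlabeled plus 0.24 uM Alexa 594-labeled, final) in 100 mM sodium acetate pH 7 was mixed with compound and 20 uM heparin and incubated 6 hr at 37 C.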
Tau fibril ThT: qHTS for Inhibitors of Tau Fibril Formation, Thioflavin T Binding. Microtubule-associated protein tau (Homo sapiens), P10636. recombinant tau K18 P301L (four-repeat tau fragment), heparin-induced fibrillization, ThT fluorescence. Potency, µM (highest dose often 57.4 µM), without a hit: at the top dose activity, negative = inhibition, most hits filed as inhibitors. actives 2.1% (n = 270,000); note: % is set by controls: 0 for no effect and ±100 for the full control effect; nearly all actives have a fitted effect of over 55% in size
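Heparin-induced (20 uM) aggregation of recombinant human K18 P301L tau, 15 uM unlabeled with 0.24 uM labeled, pH 7 acetate buffer, 6 hr at 37 C with compound. Fibrils quantified by 30 uM ThT fluorescence after 1 hr ambient incubation.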
Numbers without * were called inactive; ? = inconclusive; . = no result given; [ ] = another dose, or the depositor's remark. Calls come from the whole dose curve; as a rule, active = well fitted curve in the direction sought with a large enough effect; inconclusive = small, poorly fitted or top-dose-only effect, or another doubt; inactive = no such curve, though single readings can be large; an effect the other way counts as inactive or inconclusive. Potency is the fitted concentration of half-maximal effect.

1. COCCNC(=O)CN1C(=O)c2cccnc2Oc2ccc(Cl)cc21
2. Cc1ccc(OC(=O)c2cc3ccccc3o2)cc1
3. O=c1[nH]c2cc3c(cc2cc1CN(CCN1CCOCC1)C(=S)NCC1CCCO1)OCO3 (stereo not drawn)
4. COc1ccccc1NC(=O)c1sc2ncn(Cc3cccc4ccccc34)c(=O)c2c1C
5. Cc1cc2c(c(Sc3ccccc3)n1)C(=O)OC2
6. CC(C)(C)C1CCC(=NOC(=O)c2ccc(F)cc2)CC1 (stereo not drawn)
7. O=C(CSc1n[nH]c(=O)[nH]c1=O)Nc1cccc(S(=O)(=O)N2CCOCC2)c1
8. CCOC(=O)c1c(C)nn(-c2ccc(NC(=O)/C=C/C(=O)O)cc2)c1C
compound no.	1	2	3	4	5	6	7	8
GAA glycogen	15%[76.3 µM]	-4%	7%	9%	5%	-3%	2%	-1%
GAA inh	.	-2%	?	7%	-1%	-3%	-7%	.
Tau fibril FP	1%	-9%	-6%	14%	5%	14%	0%	9%
aGal spleen mod	.	2%	-3%	-4%	3%	4%	5%	-3%
HTT cytoprotect	.	4%	1%[10 µM]	-19%[10 µM]	6%	16%[10 µM]	-30%	0%[10 µM]
aGlu spleen mod	.	2%	1%	0%	-1%	3%	-14%	-12%
Tau fluor cs	4%	-19%	-6%	-5%	7%	-3%	3%	3%
Tau fibril ThT	1%	?	-6%	-5%	2%	-12%	2%	-4%

9. CCc1ccccc1NC(=O)N1CCC(NC(=O)C(Cc2ccccc2)NC(C)=O)CC1 (stereo not drawn)
10. COc1ccccc1N(CC(=O)Nc1ccc(C(F)(F)F)cc1)S(C)(=O)=O
11. Cc1ccccc1NC(=O)Nc1nnc(N2CCCCCC2)s1
12. O=C1/C(=C\c2ccccc2)CCc2c1[nH]c1ccccc21
13. CN(C)C(=S)N=Nc1[nH]c2ccccc2c1O
14. CCOC(=O)c1c(-c2ccc(C)o2)csc1NC(=O)CN1CCC(C(N)=O)CC1
15. CC(C)C[C@@H](CC(=O)N[C@@H](CCC(=O)O)CC(=O)O)NC(=O)[C@@H]1CCCC[C@H]1NC(=O)C[C@H](CCCN)NC(=O)C[C@H](Cc1c[nH]c2ccccc12)NC(=O)[C@@H]1CCCC[C@H]1N
16. Cc1ccc(NC(=S)N2CCCC(c3nc4ccc(C)cc4[nH]3)C2)c(C)c1 (stereo not drawn)
compound no.	9	10	11	12	13	14	15	16
GAA glycogen	-9%	-13%	-6%[76.3 µM]	-2%	5%	-7%	.	16%
GAA inh	7%	2%	.	-26%	-2%	-10%	.	3%
Tau fibril FP	0%	-10%	-9%	0%	-23%	0%	1%	-1%
aGal spleen mod	3%	1%	.	2%	-3%	-6%	-24%	-11%
HTT cytoprotect	1%[10 µM]	4%	.	-24%[10 µM]	.	-38%[inhibitor]	2%[1.9 µM]	4%
aGlu spleen mod	2%	4%	.	-18%	-3%	-4%	0%	2%
Tau fluor cs	-6%	-8%	-6%	-16%	-24%	-7%	-5%	-8%
Tau fibril ThT	-3%	8%	-6%	?	16µM*	-11%	-4%	10%

17. O=C(O)CCNc1ccc(Cl)cc1
18. COc1ccc(C)cc1NC(=O)CC1COc2ccccc2O1 (stereo not drawn)
19. CC(=O)c1cccc(NC(=S)NC(=O)c2ccc(Cl)cc2)c1
20. Cc1cccc(NC(=O)/C=C/c2ccc3c(c2)OCO3)n1
21. COc1ccc(-c2[nH]ncc2CN2CCC(OCc3cccnc3)CC2)c(F)c1
22. Cc1ccccc1C(=O)Nc1ccccc1-n1cccc1
23. CCOC(=O)c1ccc2c(c1)C(=O)N(C1CCCCC1)C2=O
24. Cc1noc(C)c1/C=N/Nc1ccccn1
compound no.	17	18	19	20	21	22	23	24
GAA glycogen	10%	-11%	-19%	3%	5%	7%	-1%	?
GAA inh	.	?	3%	-11%	-1%	-4%	0%	-12%
Tau fibril FP	-7%	-1%	-9%	-4%	2%	0%	5%	4%
aGal spleen mod	16%	-8%	3%	9%	0%	-9%	-2%	-9%
HTT cytoprotect	17%[10 µM]	-20%	-14%[10 µM]	.	10%[10 µM]	10%	-29%	-10%
aGlu spleen mod	5%	0%	-4%	8%	-3%	2%	-8%	-1%
Tau fluor cs	-12%	-22%	0%	-17%	-10%	-13%	-3%	-11%
Tau fibril ThT	-16%	-11%	8%	?	-8%	-14%	-6%	-10%

25. Cc1oc2nc(SCC(=O)NCc3cccnc3)nc(N)c2c1C
26. COc1cccc(/C=C2\SC(=O)NC2=O)c1OCc1ccc(C(=O)O)cc1
27. O=C(Nc1cc2c(cc1Cl)OCCO2)c1ccco1
28. Cc1sc2ncnc(Sc3ccccc3C(=O)Nc3ccccc3Cl)c2c1C
29. CCc1ccc2c(O)c3c(cc2c1C(=O)OC)C(=O)c1c(O)ccc(O)c1C3=O
30. N#C/C(=C\c1ccc(F)cc1)c1nc(-c2ccco2)cs1
31. CC1CN(c2oc(-c3cccs3)nc2C#N)CC(C)O1 (stereo not drawn)
32. O=C(CSc1nnnn1-c1ccccc1)Nc1nsc(-c2ccc(Cl)cc2)n1
compound no.	25	26	27	28	29	30	31	32
GAA glycogen	-7%	16%	-5%	9%	.	-3%	9%	-14%
GAA inh	3%	3%	-2%	-12%	.	5%	?	4%
Tau fibril FP	-1%	5%	1%	-5%	?	-5%	?	-4%
aGal spleen mod	10%	-6%	3%	-18%	-11%	2%	?	-3%
HTT cytoprotect	-20%[0.074 µM]	-31%[inhibitor]	27%[10 µM]	8%[10 µM]	-71%[inhibitor]	-4%[10 µM]	12%	5%[10 µM]
aGlu spleen mod	4%	-2%	2%	-4%	8%	8%	13%	-12%
Tau fluor cs	1%	6%	-1%	-13%	?	-22%	-6%	-10%
Tau fibril ThT	5%	-6%	-13%	-8%	3.2µM*	-9%	9%	3%

33. COc1cc(Cl)c(C)cc1NC(=O)CCc1nc2cccnc2n1Cc1cccs1
34. COc1ccc(CCNC(=O)c2cc3sccc3n2C)cc1OC
35. C=CCSc1n[nH]c(-c2cccs2)n1
36. CC1CCc2cc(F)ccc2N1C(=O)CN1C(=O)c2ccccc2C1=O (stereo not drawn)
37. COc1ccc(-c2nc(C#N)c(NCC3CCCO3)o2)cc1 (stereo not drawn)
38. O=C(/C=C/c1ccc(Br)cc1)NC1CCCCCC1
39. COc1cc(S(=O)(=O)Nc2ccncc2)ccc1F
40. COc1ccc(OCc2nnc(SCC(=O)N3CCOCC3)o2)cc1
compound no.	33	34	35	36	37	38	39	40
GAA glycogen	-6%[76.3 µM]	-2%	6%	6%	28µM*	5%	-13%	-2%
GAA inh	.	-11%	-9%	-2%	-8%	-4%	-5%	11%
Tau fibril FP	-10%	-8%	-11%	-3%	15%	-6%	-5%	5%
aGal spleen mod	.	-5%	-11%	8%	-18%	12%	7%	8%
HTT cytoprotect	.	2%[10 µM]	4%[10 µM]	2%	24%[10 µM]	-2%	?	10%[10 µM]
aGlu spleen mod	.	-4%	4%	-2%	-16%	-15%	12%	4%
Tau fluor cs	?	-6%	-12%	0%	-23%	-1%	-4%	1%
Tau fibril ThT	?	-18%	-11%	0%	-21%	-9%	-7%	-6%

41. O=C(CSc1nnc(-c2ccncc2)o1)Nc1ccccc1Cl
42. COC(=O)C(O)(CC(=O)c1ccc(OC)cc1)C(F)(F)F (stereo not drawn)
43. Fc1ccc(NC(=S)N2CCc3[nH]c4ccccc4c3C2)cc1
44. CC(=O)Cc1nsc(NC(=O)c2cccc(F)c2)n1
45. Cc1ccc(C(=O)NNC2=Nc3cc([N+](=O)[O-])ccc3OC2)cc1
compound no.	41	42	43	44	45
GAA glycogen	4%	-8%	-17%	7%	4%
GAA inh	-2%	?	-8%	-4%	.
Tau fibril FP	8%	-3%	-8%	-6%	-5%
aGal spleen mod	-2%	4%	-8%	2%	3%
HTT cytoprotect	2%[0.074 µM]	-2%[10 µM]	14%[10 µM]	.	19%[10 µM]
aGlu spleen mod	1%	2%	7%	-5%	0%
Tau fluor cs	4%	4%	-11%	3%	-14%
Tau fibril ThT	7%	2%	?	-2%	-8%

Gathered by group, those above containing a thiophene ring, fused or not (seven)
4. COc1ccccc1NC(=O)c1sc2ncn(Cc3cccc4ccccc34)c(=O)c2c1C
14. CCOC(=O)c1c(-c2ccc(C)o2)csc1NC(=O)CN1CCC(C(N)=O)CC1
28. Cc1sc2ncnc(Sc3ccccc3C(=O)Nc3ccccc3Cl)c2c1C
31. CC1CN(c2oc(-c3cccs3)nc2C#N)CC(C)O1 (stereo not drawn)
33. COc1cc(Cl)c(C)cc1NC(=O)CCc1nc2cccnc2n1Cc1cccs1
34. COc1ccc(CCNC(=O)c2cc3sccc3n2C)cc1OC
35. C=CCSc1n[nH]c(-c2cccs2)n1
compound no.	4	14	28	31	33	34	35
GAA glycogen	9%	-7%	9%	9%	-6%[76.3 µM]	-2%	6%
GAA inh	7%	-10%	-12%	?	.	-11%	-9%
Tau fibril FP	14%	0%	-5%	?	-10%	-8%	-11%
aGal spleen mod	-4%	-6%	-18%	?	.	-5%	-11%
HTT cytoprotect	-19%[10 µM]	-38%[inhibitor]	8%[10 µM]	12%	.	2%[10 µM]	4%[10 µM]
aGlu spleen mod	0%	-4%	-4%	13%	.	-4%	4%
Tau fluor cs	-5%	-7%	-13%	-6%	?	-6%	-12%
Tau fibril ThT	-5%	-11%	-8%	9%	?	-18%	-11%

High-throughput results (PubChem)
